Bioassay records as filed in PubChem BioAssay.
WT yeast gro inh – growth inhibition of WT yeast, mitochondrial fusion screen | mitochondrial fusion phenotypic screen, WT strain | inhibition, % at 10 µM | 190,000 compounds, 2.1% hits | AID 1362; in the data active = inhibition above about 58%; tested in S. cerevisiae
human PMI inhibition – inhibitors of human PMI, primary screen, biochemical, fluorescence intensity, coupled assay (AID 1209). inhibition, % at 20 µM, or IC50 in µM where a hit was titrated. 190,000 compounds, 0.42% hits. purified PMI enzyme, coupled fluorescence intensity; higher % means a stronger effect;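 also: plate controls were DMSO vehicle for no effect and wells lacking substrate for full effect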
Myeloid diff MLP – promotes myeloid progenitor differentiation; ER-HoxA9 myeloid progenitors, lysozyme-GFP differentiation, flow cytometry; calls only at 10 µM; 360,000 compounds, 1% hits;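 active = normalized GFP-positive differentiation at or above the plate's own cutoff, the solvent-only control mean plus 3 SD; inconclusive = no clear call, values can overlap the other calls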;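 also: cells exposed to compound for four days before flow analysis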
TNAP activators – stimulation of alkaline phosphatase TNAP activity – biochemical, luminescent, no phosphate acceptor, uHTS, primary screen (AID 1001). purified TNAP, luminescent activation assay, no phosphate acceptor; higher activation fold means a stronger effect. one-dose activation fold at 20 µM; EC50 in µM for titrated hits. 200,000 compounds, 0.03% hits; in the data active = activation fold from about 3, or a potency from the dose series; inactive = the rest, 99 in 100 with activation fold below about 1.6; also: many of its hits are not listed in these tables
Hep lipid drop – modulators of hepatic lipid droplet formation | AML12 mouse hepatocytes, oleate lipid droplets, BODIPY imaging | inhibition, % at 6.5 µM | 240,000 compounds, 0.4% hits | AID 1656;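 active = lipid droplet intensity inhibited by at least 50%, with more than 500 cells counted; inconclusive = wells with under 300 cells, treated as cytotoxic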
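Technique: fluorescence imaging, 20x objective, two fields per well / Assay system: AML12 hepatocytes (mouse) / Measure: % inhibition of lipid droplet signal / Doses: 6.5 µM single-point dosing / Incubation: overnight exposure / Reagent: 100 µM oleic acid challenge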
human PMI inhibitors – MPI inhibition at elevated mannose 6-phosphate – biochemical, fluorescence intensity, high mannose 6-phosphate, primary screen (AID 1220). recombinant PMI enzyme, coupled fluorescence intensity; higher % means a stronger effect. inhibition, % at 20 µM; hits with a dose series show IC50 in µM. 190,000 compounds, 0.66% hits
CSM14.1 death rescue – rescue of cells from ER stress-induced death, primary screen, 384-well, CSM14.1, thapsigargin, ATP luminescence (AID 1222); 190,000 tested, under 10 active; cellular ATP content (survival), % at 20 µM; hits with a dose series show EC50 in µM; CSM14.1 thapsigargin-induced death rescue, ATP luminescence; higher % means a stronger effect;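 active = EC50 below 50 µM in the dose-response confirmation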;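 also: death triggered by thapsigargin at about 15 µM added after 2 h compound pretreatment; cell ATP read after overnight thapsigargin exposure of roughly 18 to 22 hours; normalized against plate controls of thapsigargin alone and 5% DMSO vehicle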
M1AAP inhibition – P. falciparum M1AAP inhibitors, biochemical, fluorogenic H-Leu-NHMec substrate, 1536-well (AID 1445). 220,000 compounds, 0.42% hits. one-dose inhibition, % at 30 µM; IC50 in µM for titrated hits. recombinant M1AAP, H-Leu-NHMec fluorogenic kinetic assay; higher % means a stronger effect;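 active = primary inhibition above the hit cutoff, then over 50% inhibition at one or more dose response concentrations, cut at about 23% in these data, passing the limit was not always enough; inconclusive = conflicting primary data, or primary hits not chosen for dose response; inactive = low primary inhibition, or under 50% at every dose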;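 also: plate controls were DMSO full reaction for no effect and no enzyme background for full effect; strong numbers were not always called active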
UTI89 phage lysis – inhibition of K1F phage lysis, E. coli UTI89, bacterial capsule biogenesis inhibitors, alamar blue (AID 488966); E. coli UTI89 K1F phage lysis, alamar blue, 2 h; higher % means a stronger effect; 340,000 compounds, 0.02% hits; inhibition, % at 100 µM, or IC50 in µM where a hit was titrated;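 active = phage lysis inhibition, versus mean bacterial control, above a set limit; inconclusive = no clear call, values can overlap the other calls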;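 also: capsule biogenesis inhibitors block K1F phage lysis so surviving cells raise fluorescence; higher fluorescence means more inhibition of phage lysis; actives were called in the ten point dose series up to 300 µM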
WT yeast gro inh mutant strain – also measured in WT yeast gro inh; calls as there; inhibition, %; mitochondrial fusion phenotypic screen, mutant strain inhibition
Hep lipid drop cells 6.5 µM – also measured in Hep lipid drop; calls as there; cell count; measured here: cell count, cytotoxicity flag;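 cells counted across two imaged fields per well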
Myeloid diff MLP GFP+ MAC1+ % – second read-out of Myeloid diff MLP, no call of its own (marks repeat the call); GFP+ MAC1+ double positive, %; measured here: differentiation confirmed by MAC1 staining
* hit, by the source's call; i = inactive; ? = inconclusive; nt = not tested or not shown; [ ] = another dose, or the depositor's remark. Rule as the data show it, unless noted: active = inhibition above about 50%; inactive = the rest.

Fields – WT yeast gro inh, WT yeast gro inh mutant strain, human PMI inhibition, Myeloid diff MLP, Myeloid diff MLP GFP+ MAC1+ %, TNAP activators, Hep lipid drop, Hep lipid drop cells 6.5 µM, human PMI inhibitors, CSM14.1 death rescue, M1AAP inhibition, UTI89 phage lysis
Clc1ccc2nc(C3CCN(Cc4ccccc4)CC3)[nH]c2c1
→ -1, -32, 6%, i, 2.7, 1.1, nt, nt, 3%, -4.6%, 4%, 0.5%
COc1ccc(CNC(=O)c2ccc3c(=O)n(CCCN4CCCC4=O)c(=S)[nH]c3c2)cc1
→ 7, 2, -16%, i, 0.6, 1.1, 2, 735, -14%, -2.2%, 5%, 0.2%
O=C(/C=C/c1ccco1)N1CCN(C/C=C/c2ccccc2)CC1
→ -22, -3, 18%, i, 0.9, 1, -4, 640, 14%, -0.9%, 1%, 5.7%
CCN(CC)S(=O)(=O)c1cccc(N=NC2=C(O)CCCC2=O)c1
→ -15, -12, 4%, i, 0.6, 0.9, 5, 674, 2%, -1.9%, 11%, 2.6%[50 µM]
CC1=CC(C)(C)N(C(=O)CN2C(=O)c3ccccc3C2=O)c2ccc(C)cc21
→ 19, 2, -1%, i, 9.2, 1, -15, 747, -5%, -3.1%, -3%, 2.4%[50 µM]
O=C(Nc1ccon1)c1cc2c(s1)CCCCCC2
→ 26, 38, 9%, i, 2.8, 1, 3, 621, 10%, nt, -2%, 7.8%
O=C(C1=C[C@@H](C2CCCCC2)C[C@@H](OCc2ccc(CO)cc2)O1)N1CCN(Cc2ccccc2)CC1
→ 64*, 17*, 21%, i, 0.5, 1, 9, 741, 20%, 1.1%, 7%, 0.6%
Cc1nc2scc(-c3ccccc3)c2c(=O)n1N=C1C=CC(=O)C=C1
→ 9, 6, nt, nt, nt, 0.9, -20, 479, nt, -0.9%, 6%, nt
C=CCOC(=O)C1=C(C)OC(N)=C(C#N)C1c1ccco1 (stereo unspecified)
→ nt, nt, nt, i, 0.4, nt, -1, 668, nt, nt, 6%, -1.6%
CCOc1cccc2cc(C(N)=O)c(=N)oc12
→ nt, nt, nt, i, 0.5, nt, -30, 742, nt, nt, 8%, 0.2%
COCCCNC(=S)N1CCN(c2nc3ccccc3s2)CC1
→ 13, 5, 3%, i, 0.2, 1.1, 0, 710, 3%, 0.3%, 8%, -0.1%
Cc1cc(O)ccc1C1(c2ccc(O)cc2C)OC(=O)c2ccccc21
→ -4, 1, 6%, i, 0.4, 0.7, -21, 747, 17%, -3.7%, 1%, -0.6%
O=C(NC1CCN(Cc2ccccc2)CC1)c1cc(Br)c(Br)[nH]1
→ 17, 22, -2%, i, 0.0, 1.1, -2, 723, 2%, -2.2%, 12%, 1.9%
Cc1ccccc1Nc1nc(N)nc(CSc2nnc3ccccn23)n1
→ -11, 12, 5%, i, 0.3, 1.1, 17, 704, 10%, 0.2%, 4%, -0.5%[50 µM]
O=[N+]([O-])c1ccc(S(=O)(=O)CC2CSc3nc4ccccc4n32)cc1 (stereo unspecified)
→ 4, 14, -7%, i, 0.5, 1, -15, 592, -7%, -1.8%, 3%, 0.2%
COc1ccc(/C(C)=N/NC(=O)CNC(=O)c2cccs2)cc1OC
→ -14, -7, 4%, i, 0.1, 1.1, 8, 828, 13%, -1.1%, 6%, 0.1%
FC(F)Oc1ccccc1NC(=S)Nc1cccc(Cl)c1Cl
→ 8, 3, 16%, i, 0.4, 0.9, -8, 637, 8%, -2.0%, 4%, -0.7%
Cc1ccc(C)c(-n2cc(CN3CCN(C(=O)c4ncn[nH]4)CC3)c(-c3ccccc3)n2)c1
→ 10, -4, 4%, i, 0.6, 1.1, -15, 656, 12%, -1.0%, -15%, 0.2%
COc1ccc(/C=C2\CCCC3C2=NN(C(=O)c2ccco2)C3c2ccc(OC)c(OC)c2)cc1OC (stereo unspecified)
→ -6, -2, 13%, i, 1.6, 1, nt, nt, 14%, -1.0%, 12%, 0.2%[50 µM]
O=C(COC(=O)C12CC3CC(CC(C3)C1)C2)NCCCc1ccccc1
→ 29, 0, 16%, i, 0.2, 1.1, 9, 664, 7%, -1.0%, 14%, 1.2%
CC1(C)OC(=O)C(=NNc2ccc(Br)cc2)C(=O)O1
→ 3, -18, -2%, i, 0.8, 1, -1, 736, -1%, -0.6%, 13%, -0.6%
c1ccc(-c2cc3c(NCC4COc5ccccc5O4)ncnc3s2)cc1 (stereo unspecified)
→ 82*, 46*, 10%, i, 0.1, 1.7, 23, 675, 5%, 0.1%, 2%, 0.2%
CCCCN(CCCC)c1nc2ccccc2nc1NS(=O)(=O)c1ccc(NC(C)=O)cc1
→ 13, 10, 10%, i, 0.9, 1, 11, 809, 1%, 5.0%, -2%, 0.5%
CCOC(=O)CSc1nnc(CNC(=O)c2ccc(S(=O)(=O)N3CCCCC3)cc2)n1C
→ -1, 1, 0%, i, 1.2, 1.2, nt, nt, -7%, -1.9%, 6%, 5.7%
COc1ccc(CN/C=C2\CCCCC2=O)cc1
→ 18, 8, 5%, i, 0.7, 1.1, -3, 644, 3%, -1.5%, -9%, 3.1%
CC12CCC(C(=O)NCc3ccccn3)(OC1=O)C2(C)C (stereo unspecified)
→ 5, 11, 5%, i, 1.8, 1.1, 12, 745, -1%, -0.2%, -5%, 1.0%
Cn1c(=O)c2c(nc(N3CCOCC3)n2Cc2c(F)cccc2Cl)n(C)c1=O
→ 22, -6, -3%, i, 7.6, 1.1, nt, nt, -2%, 0.0%, 17%, 3.6%
Cc1ccc2oc(-c3ccco3)nc2c1
→ -12, 1, 0%, i, 1.2, 1.1, nt, nt, 6%, -2.0%, 4%, 0.1%
Cc1nccc(-c2cc(-c3ccc(Cl)cc3Cl)no2)n1
→ nt, nt, nt, i, 0.5, nt, -6, 697, nt, nt, 4%, -0.7%
Cc1cc(C)c(NC(=O)CSc2ccc3nnc(CCNC(=O)c4ccccc4)n3n2)c(C)c1
→ -7, -9, -6%, i, 0.2, 1, -1, 701, -15%, -2.9%, 7%, 0.1%
COc1cccc(CNC(=O)C(Cc2ccccc2)n2cccc2)c1 (stereo unspecified)
→ nt, nt, nt, i, 0.5, nt, -4, 665, nt, nt, -1%, -0.2%[50 µM]
COc1cc(/C=N/NC(=O)Cc2ccccc2)ccc1Oc1ccc([N+](=O)[O-])cc1[N+](=O)[O-]
→ 2, -8, 13%, i, 0.2, 1.1, -4, 662, 2%, -2.2%, 2%, 0.5%
CCOc1ccc(NC(=O)N2CCC(n3nnc4cc(C)ccc43)CC2)cc1
→ -12, -1, 16%, i, 0.6, 1.1, 8, 740, 19%, 0.2%, 2%, 0.4%
COc1ccccc1OCc1ccc(C(=O)NCCN(C)C)o1
→ 3, -3, -4%, i, 1.1, 1, nt, nt, -3%, -8.4%, -1%, 0.7%
CN(C)C(=O)C(=O)c1cccn1-c1ccccc1C#N
→ -16, 3, -5%, i, 1.1, 1.1, 10, 798, -6%, 4.2%, 2%, 7.8%
COC(=O)[C@@H]1C[C@@]2(O)[C@@H](O)[C@@H](O)[C@@H](O)C[C@H]2N1CC(c1ccccc1)c1ccccc1
→ nt, nt, nt, i, 1.2, nt, 24, 684, nt, nt, 0%, -0.2%
COc1ccc(N2CCN(C(=O)Cn3nnc(-c4ccccc4N)n3)CC2)cc1
→ 1, 6, 9%, i, 1.2, 1, 5, 783, 14%, -1.0%, 5%, -0.4%
O=C(NCCCN1CCC(Cc2ccccc2)CC1)c1ccc2nc(N3CCOCC3)sc2c1
→ nt, nt, nt, i, 0.0, nt, 6, 672, nt, nt, -2%, 1.0%[50 µM]
Cc1ccc(C)c(NC(=O)CCC(=O)NNC(=O)C(c2ccccc2)c2ccccc2)c1
→ -9, -6, -9%, i, 9.6, 1.1, nt, nt, -16%, -1.3%, 3%, -0.2%
O=C(c1ccc(=O)[nH]n1)N1CCN(S(=O)(=O)c2ccc3ccccc3c2)CC1
→ -14, 1, -17%, i, 0.5, 1.1, -11, 670, -1%, -0.9%, 10%, 0.3%
CC1c2[nH]c3ccccc3c2CCN1C(=O)Nc1ccccc1 (stereo unspecified)
→ 20, 18, 16%, i, 1.5, 1.1, -27, 661, 13%, 3.1%, -1%, 3.5%[50 µM]
Cc1noc2c1C(c1ccc(N(C)C)cc1)C1=C(CC(C)(C)CC1=O)N2 (stereo unspecified)
→ 0, 10, 7%, i, 4.8, 1.1, -4, 743, 0%, 0.2%, 10%, 1.1%
COc1ccc(/C=N/Nc2ncc(C(F)(F)F)cc2Cl)cc1OC
→ 20, 9, 1%, ?, nt, 1.1, 4, 610, 1%, -0.6%, -1%, -6.5%
Cc1ccc(-c2ccc(S(=O)(=O)NCC3CCCO3)cc2)cc1 (stereo unspecified)
→ 8, -21, 2%, i, 1.0, 1.1, 14, 703, 7%, 0.5%, nt, -0.2%
COc1ccc(-c2cn(/N=C/c3ccc(Cl)cc3Cl)c(N)n2)cc1
→ 39, 39, -8%, i, 9.6, 1.1, 20, 742, -18%, -0.7%, -4%, 2.2%
C(=N\n1cncn1)/c1ccc(N2CCOCC2)cc1
→ 8, 31, 10%, i, 0.0, 1.1, nt, nt, 3%, -2.1%, 13%, -0.1%
COc1ccc(S(=O)(=O)NCCSc2ccccc2)cc1OC
→ 4, -14, 8%, i, 0.4, 1.2, 16, 726, 10%, -0.6%, 9%, 0.4%
O=C(NC(=S)Nc1nc2ccccc2s1)c1ccco1
→ -5, 8, 1%, i, 0.1, 1, 8, 639, -8%, -5.3%, 0%, 0.1%
COCCNC(=O)CCC(=O)NNc1nc2ccccc2c2nc(-c3ccccc3)nn12
→ -4, 0, -5%, i, 0.9, nt, -12, 647, -5%, 2.6%, -3%, -0.1%
